Screening data deposited in PubChem BioAssay by several laboratories.
NTR1 agonist: agonists of NTR1, primary screen, imaging, U2OS cells, beta-arrestin-GFP, high content (AID 493036); Neurotensin receptor type 1 (Homo sapiens), P30989; NTR1-U2OS beta-arrestin-GFP spot imaging, agonist mode; activation, % at 20 µM; 330,000 compounds, 0.17% hits;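 active = activation at or above 40% of the spot to cytoplasm intensity ratio, with at least 20 cells analyzed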;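 also: 0% = DMSO without peptide and 100% = 100 nM NTR1 peptide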
Target sequence (P30989 whole entry, looked up): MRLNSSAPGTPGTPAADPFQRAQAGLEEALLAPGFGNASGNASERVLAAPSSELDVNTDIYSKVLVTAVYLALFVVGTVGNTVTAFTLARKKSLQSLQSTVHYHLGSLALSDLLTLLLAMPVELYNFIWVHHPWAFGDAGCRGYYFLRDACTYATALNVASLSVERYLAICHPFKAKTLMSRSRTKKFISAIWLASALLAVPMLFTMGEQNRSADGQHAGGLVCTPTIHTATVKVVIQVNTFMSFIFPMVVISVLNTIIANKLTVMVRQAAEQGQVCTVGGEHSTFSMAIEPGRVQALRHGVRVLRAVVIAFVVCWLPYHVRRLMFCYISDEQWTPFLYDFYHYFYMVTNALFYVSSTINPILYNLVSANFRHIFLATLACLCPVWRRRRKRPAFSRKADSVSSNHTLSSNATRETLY
GPR35 antagonists: GPR35 antagonists blocking zaprinast-driven arrestin recruitment, primary screen, imaging, U2OS, beta-arrestin-GFP, zaprinast agonist (AID 2058). 290,000 compounds, 0.052% hits. U2OS GPR35 beta-arrestin-GFP translocation imaging, zaprinast antagonism; higher % means a stronger effect. inhibition, % at 10 µM, or IC50 in µM where a hit was titrated. G-protein coupled receptor 35 (Homo sapiens);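 active = inhibition of at least 50% with at least 30 cells and total cytoplasm GFP at most 10,000,000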
Large T inhibition: SV40 large T antigen inhibitors, biochemical (AID 1903); SV40 large T antigen ATPase/helicase inhibition assay; higher % means a stronger effect; inhibition, % at 20 µM, or IC50 in µM where a hit was titrated; 310,000 compounds, 0.39% hits; in the data active = a potency from the dose series; also: strong numbers were not always called active
Hep lipid drop: inhibitors of hepatocyte lipid droplet formation, primary screen, imaging, high-throughput imaging, BODIPY stain | AML12 mouse hepatocytes, oleate lipid droplets | inhibition, % at 6.5 µM | 240,000 compounds, 0.4% hits | AID 1656, 2009;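 active = lipid droplet intensity inhibited by at least 50%, with more than 500 cells counted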
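Material – mouse AML12 hepatocyte cell line, fixed after treatment · Compound dosing – one dose, 6.5 µM compound · Times – compound with oleate, overnight · Measured by – Image-based BODIPY and DAPI two-channel analysis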
LYP inhibition: inhibitors of LYP phosphatase, biochemical, fluorescence intensity, uHTS (AID 1779) | one-dose inhibition, % at 11.5 µM; IC50 in µM for titrated hits | 290,000 compounds, 0.054% hits | recombinant LYP phosphatase, fluorescence intensity; higher % means a stronger effect | Tyrosine-protein phosphatase non-receptor type 22 (Homo sapiens); in the data active = inhibition above about 50%;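 also: plate controls were vehicle with enzyme for no effect and no enzyme for full effect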
GPR55 beta-arrestin: GPR55 agonists via beta-arrestin recruitment, primary screen, imaging, U2OS cells, beta-arrestin-GFP redistribution (AID 1961); 290,000 compounds, 0.048% hits; activation, % at 10 µM; hits with a dose series show EC50 in µM; U2OS GPR55 beta-arrestin-GFP redistribution imaging; higher % means a stronger effect; G-protein coupled receptor 55 (Homo sapiens);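 active = activation above 40% with more than 50 cells counted in the well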;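 also: U2OS osteosarcoma cells stably expressing GPR55 and beta-arrestin-GFP; plate controls were DMSO negative control for no effect and LPI positive control for full effect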
MgcRacGAP inhibition: MgcRacGAP GTPase-activating activity inhibitors, confirmation, biochemical, ADP Hunter fluorescence. Rac GTPase-activating protein 1 (Homo sapiens). MgcRacGAP-stimulated Rac1 GTP hydrolysis, ADP Hunter fluorescence; higher % means a stronger effect; GST-tagged Rac1 F28L mutant substrate. inhibition, % at 30 µM, or IC50 in µM where a hit was titrated. 340,000 compounds, 0.6% hits;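 active = first-screen hits whose inhibition reached a set limit at any dose in the follow-up dose series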;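 also: fluorescence reports GDP produced by GAP-driven GTP hydrolysis; strong numbers were not always called active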
GPR55 LPI antagonism: GPR55 antagonists blocking LPI-driven arrestin recruitment, primary screen, imaging, U2OS, beta-arrestin-GFP, LPI agonist (AID 2013); G-protein coupled receptor 55 (Homo sapiens); U2OS GPR55 beta-arrestin-GFP translocation imaging, LPI antagonism; higher % means a stronger effect; one-dose inhibition, % at 10 µM; IC50 in µM for titrated hits; 290,000 compounds, 0.13% hits;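 active = spots per cell inhibited over 60%, with over 100 cells counted and total cytoplasm intensity under 500,000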;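 also: U2OS cells stably carrying GPR55 and arrestin-GFP stimulated by 5 µM LPI near EC80; imaged beta-arrestin-GFP aggregate spots per cell after agonist stimulation; plate controls were LPI-stimulated DMSO wells for no effect and DMSO wells without LPI for full effect; some results filed as inactive read as strong as hits; confirmed hits need IC50 under 10 µM and bright autofluorescent wells are also inconclusive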
T cell HTS: modulators of CD8 T cell-vesicle binding, primary screen, mouse 2C CD8+ T cells, flow cytometry. 2C CD8+ T cell-vesicle binding; hits give low values. calls only at 7 µM. 330,000 compounds, 0.068% hits. AID 2052, 2009;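 active = response, share of CD8 T cells binding vesicles, and their 90th percentile fluorescence all below set limits, cut at about 80% in these data, passing the limit was not always enough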
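Benchmarks: naked versus QL9-loaded vesicles / Assay system: purified 2C TCR transgenic mouse naive CD8+ T cells / Technique: high-throughput flow cytometry with anti-B7-1 and anti-CD8 staining / Timing: Cell–vesicle co-incubation 1.5 h at 37 °C, staining 20 min on ice / Read-out: percent CD8+ FL2 mean versus row control / Probe or stimulus: QL9-loaded Drosophila micro-vesicles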
Hep lipid drop cells 6.5 µM: second read-out of Hep lipid drop, no call of its own (marks repeat the call); cell count; measured here: cell count, cytotoxicity flag;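 cells counted across two imaged fields per well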
T cell HTS vesicle-bound %: also measured in T cell HTS; calls as there; double positive events, %; measured here: CD8+ vesicle-bound cell fraction;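 binding gate set so that unloaded-vesicle control wells show 10% double positive cells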
NTR1 agonist cell count 20 µM: further read-out of NTR1 agonist, marked with its call; cell count; measured here: cell count, cytotoxicity flag
* = called active by the depositor. Outcome played no part in choosing rows, and some 1.8% of all compounds hit somewhere here.

For Cc1ccccc1N1C(=O)CC1(C#N)c1ccc(OCc2ccccc2)cc1 (stereo not given) the results were NTR1 agonist 40, GPR35 antagonists -2%, Large T inhibition -16%, Hep lipid drop 3, LYP inhibition -3%, GPR55 beta-arrestin 0.3%, MgcRacGAP inhibition 9%, GPR55 LPI antagonism 2%, T cell HTS inactive, Hep lipid drop cells 6.5 µM 702, T cell HTS vesicle-bound % 53 and NTR1 agonist cell count 20 µM 80.
For O=C(NCc1ccccc1)C1CCN(c2nc(-c3ccccc3)nc3c2CCC3)CC1 the results were NTR1 agonist 1.0, GPR35 antagonists -7%, Large T inhibition 10%, Hep lipid drop 29, LYP inhibition -14%, GPR55 beta-arrestin -0.1%, MgcRacGAP inhibition 6%, GPR55 LPI antagonism -14%, T cell HTS inactive, Hep lipid drop cells 6.5 µM 655, T cell HTS vesicle-bound % 31 and NTR1 agonist cell count 20 µM 40.
CC1(C)NC(=O)N(CC(=O)Nc2cc(C(F)(F)F)cc(C(F)(F)F)c2)C1=O was read as NTR1 agonist -0.2, GPR35 antagonists -1%, Large T inhibition 7%, Hep lipid drop 2, LYP inhibition -8%, GPR55 beta-arrestin 0.0%, MgcRacGAP inhibition 5%, GPR55 LPI antagonism 12%, T cell HTS inactive, Hep lipid drop cells 6.5 µM 873, T cell HTS vesicle-bound % 56 and NTR1 agonist cell count 20 µM 79.
Screening Cc1cc(C)n(C(=O)C(C)N2C(=O)c3ccccc3C2=O)n1 (stereo not given) returned NTR1 agonist 1.6, GPR35 antagonists 13%, Large T inhibition 7%, LYP inhibition -4%, GPR55 beta-arrestin -0.2%, MgcRacGAP inhibition 7%, GPR55 LPI antagonism -4%, T cell HTS inactive, T cell HTS vesicle-bound % 44 and NTR1 agonist cell count 20 µM 64.
For COc1ccccc1CNC(=O)c1ccc(S(=O)(=O)N(C)C)cc1 the results were NTR1 agonist -1.1, GPR35 antagonists -21%, Large T inhibition -2%, Hep lipid drop 5, LYP inhibition -2%, GPR55 beta-arrestin -0.1%, MgcRacGAP inhibition 6%, GPR55 LPI antagonism -3%, T cell HTS inactive, Hep lipid drop cells 6.5 µM 695, T cell HTS vesicle-bound % 13 and NTR1 agonist cell count 20 µM 56.
Cc1ccc(S(=O)(=O)n2cnc3cc([N+](=O)[O-])ccc32)c(C)c1 was read as NTR1 agonist 1.1, GPR35 antagonists 1%, Large T inhibition 3%, Hep lipid drop -29, LYP inhibition -6%, GPR55 beta-arrestin 0.1%, MgcRacGAP inhibition 8%, GPR55 LPI antagonism 8%, T cell HTS inactive, Hep lipid drop cells 6.5 µM 594, T cell HTS vesicle-bound % 31 and NTR1 agonist cell count 20 µM 78.
For CC(=O)c1cccc(S(=O)(=O)N(C)C2CCN(C)CC2)c1 the results were NTR1 agonist -1.8, GPR35 antagonists 5%, Large T inhibition -2%, Hep lipid drop -4, LYP inhibition 3%, GPR55 beta-arrestin -0.5%, MgcRacGAP inhibition 8%, GPR55 LPI antagonism 22%, T cell HTS inactive, Hep lipid drop cells 6.5 µM 710, T cell HTS vesicle-bound % 14 and NTR1 agonist cell count 20 µM 58.
`COc1ccc(-n2ccn(CC(=O)Nc3ccccc3OC)c(=O)c2=O)cc1` gave NTR1 agonist 1.1, GPR35 antagonists 12%, Large T inhibition 2%, Hep lipid drop -7, LYP inhibition -5%, GPR55 beta-arrestin -0.1%, MgcRacGAP inhibition 2%, GPR55 LPI antagonism -5%, T cell HTS inactive, Hep lipid drop cells 6.5 µM 721, T cell HTS vesicle-bound % 50 and NTR1 agonist cell count 20 µM 57.
`CN1CCN(c2nc3c(c(=O)n(C)c(=O)n3C)n2Cc2ccccc2)CC1` gave NTR1 agonist -0.7, GPR35 antagonists 7%, Large T inhibition 31%, Hep lipid drop -1, LYP inhibition -7%, GPR55 beta-arrestin 0.7%, MgcRacGAP inhibition -4%, GPR55 LPI antagonism 2%, T cell HTS inactive, Hep lipid drop cells 6.5 µM 831, T cell HTS vesicle-bound % 49 and NTR1 agonist cell count 20 µM 46.
Cc1cc(N)nc(C)c1C#N was read as NTR1 agonist 1.3, GPR35 antagonists 2%, Large T inhibition 9%, Hep lipid drop 2, LYP inhibition 1%, GPR55 beta-arrestin -0.3%, MgcRacGAP inhibition 11%, GPR55 LPI antagonism 3%, T cell HTS inactive, Hep lipid drop cells 6.5 µM 741, T cell HTS vesicle-bound % 54 and NTR1 agonist cell count 20 µM 59.
CCC(Sc1nnc(-c2ccc(C)c(Cl)c2)n1CC)C(=O)Nc1nccs1 (stereo not given) was read as NTR1 agonist 0.9, GPR35 antagonists 2%, Large T inhibition 14%, LYP inhibition 2%, GPR55 beta-arrestin 0.2%, MgcRacGAP inhibition 8%, GPR55 LPI antagonism -2%, T cell HTS inactive, T cell HTS vesicle-bound % 14 and NTR1 agonist cell count 20 µM 79.
Cc1ccc(NC(=O)C2CCC(CNC(=O)[C@@H]3Cc4ccccc4CN3)CC2)cc1 (stereo not given in full) was read as NTR1 agonist -0.3, GPR35 antagonists 6%, Large T inhibition 1%, Hep lipid drop 1, LYP inhibition -5%, GPR55 beta-arrestin -0.1%, MgcRacGAP inhibition 7%, GPR55 LPI antagonism 8%, T cell HTS inactive, Hep lipid drop cells 6.5 µM 614, T cell HTS vesicle-bound % 16 and NTR1 agonist cell count 20 µM 59.
`CCN1C(=O)C2(C(C(=O)c3cc4ccccc4o3)=C(O)C(=O)N2CCCN2CCOCC2)c2ccccc21` (stereo not given) gave NTR1 agonist 1.6, GPR35 antagonists 5%, Large T inhibition 16%, Hep lipid drop 19, LYP inhibition -2%, GPR55 beta-arrestin -0.3%, MgcRacGAP inhibition 3%, GPR55 LPI antagonism 0%, T cell HTS inactive, Hep lipid drop cells 6.5 µM 705, T cell HTS vesicle-bound % 24 and NTR1 agonist cell count 20 µM 44.
For COc1ccc(Cl)cc1NC(=O)CCc1ccccc1 the results were NTR1 agonist 0.0, GPR35 antagonists 0%, Large T inhibition -2%, Hep lipid drop -14, LYP inhibition -5%, GPR55 beta-arrestin 0.0%, MgcRacGAP inhibition 5%, GPR55 LPI antagonism 16%, T cell HTS inactive, Hep lipid drop cells 6.5 µM 845, T cell HTS vesicle-bound % 13 and NTR1 agonist cell count 20 µM 87.
`CC(=O)c1ccc(NC(=O)c2cccc(N3C(=O)c4ccccc4C3=O)c2)cc1` gave NTR1 agonist -0.8, GPR35 antagonists -7%, Large T inhibition 32%, Hep lipid drop -1, LYP inhibition -12%, GPR55 beta-arrestin -0.2%, MgcRacGAP inhibition 1%, GPR55 LPI antagonism -3%, T cell HTS inactive, Hep lipid drop cells 6.5 µM 833, T cell HTS vesicle-bound % 5 and NTR1 agonist cell count 20 µM 57.
Cc1cccc(-n2nc3c(c2NC(=O)CCC2CCCCC2)CS(=O)C3)c1C (stereo not given) was read as NTR1 agonist 0.0, GPR35 antagonists -14%, Large T inhibition 0%, Hep lipid drop -17, LYP inhibition -8%, GPR55 beta-arrestin -0.1%, MgcRacGAP inhibition 2%, GPR55 LPI antagonism 12%, T cell HTS inactive, Hep lipid drop cells 6.5 µM 722, T cell HTS vesicle-bound % 36 and NTR1 agonist cell count 20 µM 94.
For COc1ccc(C[C@H]2CN3C(=NC[C@@H]3C(C)C)N2CCNC(=O)c2ccc(C)c(Br)c2)cc1 the results were NTR1 agonist 8.9, GPR35 antagonists -12%, Large T inhibition 13%, Hep lipid drop 2, LYP inhibition -9%, GPR55 beta-arrestin -0.1%, MgcRacGAP inhibition 4%, GPR55 LPI antagonism 19%, T cell HTS inactive, Hep lipid drop cells 6.5 µM 738, T cell HTS vesicle-bound % 28 and NTR1 agonist cell count 20 µM 97.
Screening O=C(NC(=S)N1CCCc2ccccc21)c1ccccc1 returned NTR1 agonist 0.4, GPR35 antagonists 6%, Large T inhibition 1%, LYP inhibition -8%, GPR55 beta-arrestin 0.2%, MgcRacGAP inhibition 19%, GPR55 LPI antagonism 4%, T cell HTS inactive, T cell HTS vesicle-bound % 25 and NTR1 agonist cell count 20 µM 40.
CCNc1ccccc(-c2ccc3ccccc3n2)c1=O was read as NTR1 agonist 1.0, GPR35 antagonists 7%, Large T inhibition 22%, Hep lipid drop -15, LYP inhibition 0%, GPR55 beta-arrestin -0.3%, MgcRacGAP inhibition 7%, GPR55 LPI antagonism 15%, T cell HTS inactive, Hep lipid drop cells 6.5 µM 630, T cell HTS vesicle-bound % 40 and NTR1 agonist cell count 20 µM 67.
`CC1CCN(C(=O)c2cc3nc(C4CC4)cc(C(F)(F)F)n3n2)CC1` gave NTR1 agonist 7.1, GPR35 antagonists -4%, Large T inhibition 21%, Hep lipid drop -32, LYP inhibition -7%, GPR55 beta-arrestin 0.1%, MgcRacGAP inhibition 4%, GPR55 LPI antagonism 11%, T cell HTS inactive, Hep lipid drop cells 6.5 µM 733, T cell HTS vesicle-bound % 30 and NTR1 agonist cell count 20 µM 93.
Screening O=C(Nc1ccc2nc(-c3cccnc3)[nH]c2c1)C1CCCCC1 returned NTR1 agonist -0.4, GPR35 antagonists -15%, Large T inhibition 7%, Hep lipid drop -4, LYP inhibition 4%, GPR55 beta-arrestin 0.3%, MgcRacGAP inhibition 9%, GPR55 LPI antagonism -1%, T cell HTS inactive, Hep lipid drop cells 6.5 µM 717, T cell HTS vesicle-bound % 58 and NTR1 agonist cell count 20 µM 28.
Screening NS(=O)(=O)c1ccc(NC(=O)CN2CCN(Cc3ccccc3)CC2)cc1 returned NTR1 agonist -0.6, GPR35 antagonists -9%, Large T inhibition 5%, Hep lipid drop 2, LYP inhibition -11%, GPR55 beta-arrestin -0.1%, MgcRacGAP inhibition 9%, GPR55 LPI antagonism -2%, T cell HTS inactive, Hep lipid drop cells 6.5 µM 757, T cell HTS vesicle-bound % 16 and NTR1 agonist cell count 20 µM 35.
